Compound activity (PubChem BioAssay)
TDP1 block: qHTS Assay for Inhibitors of Tyrosyl-DNA Phosphodiesterase (TDP1); recombinant TDP1, AlphaScreen DNA substrate cleavage; Potency, µM (titrated, usually from 130 µM), for the others: at the highest dose activity change, negative = inhibition, usual class: inhibitors; 350,000 tested, 0.28% active; AID 485290, 2010; further: nearly all actives have a fitted effect of over 40% in size
Target sequence (Q9NUW8 whole entry, looked up): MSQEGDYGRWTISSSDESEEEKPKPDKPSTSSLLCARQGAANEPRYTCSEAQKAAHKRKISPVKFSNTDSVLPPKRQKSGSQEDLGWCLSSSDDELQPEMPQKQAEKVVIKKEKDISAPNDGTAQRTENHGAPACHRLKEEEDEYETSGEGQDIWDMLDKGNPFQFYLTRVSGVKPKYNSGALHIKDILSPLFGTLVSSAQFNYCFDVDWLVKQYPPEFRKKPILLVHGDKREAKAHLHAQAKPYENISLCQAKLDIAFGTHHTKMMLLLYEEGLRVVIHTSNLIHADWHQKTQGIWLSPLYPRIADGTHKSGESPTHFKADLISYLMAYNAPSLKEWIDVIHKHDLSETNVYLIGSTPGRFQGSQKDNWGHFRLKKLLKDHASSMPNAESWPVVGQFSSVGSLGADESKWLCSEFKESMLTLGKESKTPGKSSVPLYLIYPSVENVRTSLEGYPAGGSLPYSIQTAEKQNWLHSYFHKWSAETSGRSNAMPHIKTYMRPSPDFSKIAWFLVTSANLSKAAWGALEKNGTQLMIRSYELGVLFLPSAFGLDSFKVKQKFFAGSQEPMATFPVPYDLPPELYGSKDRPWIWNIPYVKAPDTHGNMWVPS
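Enzyme-compound mixtures sat 15 min at room temperature, followed by a 5 min reaction with 15 nM final substrate and 10 min with AlphaScreen beads. Recombinant human Tdp1 was used at 1 nM final.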
DT40 TDP1 no CPT: qHTS for Inhibitors of human tyrosyl-DNA phosphodiesterase 1 (TDP1): qHTS in cells in absence of CPT. DT40 Tdp1-/- hTDP1 cells, no CPT, ATP luminescence, 48 h. Potency, µM (titrated, usually from 46.2 µM), for inactives: at the top dose activity change, negative = growth inhibition, hits mostly inhibitors. 420,000 tested, 15% active; further: nearly all actives have a fitted effect of over 55% in size
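Stably hTDP1-transfected Tdp1-null chicken DT40 cells were treated with library compounds minus camptothecin and grown for at least 48 hr at 37 °C, after which cellular ATP was quantified by luminescence.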
DT40 TDP1 CPT: qHTS for Inhibitors of human tyrosyl-DNA phosphodiesterase 1 (TDP1): qHTS in cells in presence of CPT; Potency, µM (highest dose often 46.2 µM), for the others: at the top dose activity change, negative = growth inhibition, hits mostly inhibitors; 420,000 tested, 12% active; chicken DT40 Tdp1-/-;hTDP1 cells + 20 nM CPT, ATP luminescence, 48 h; AID 686979, 2013; further: nearly all actives have a fitted effect of over 55% in size
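Cell growth measured by CellTiter-Glo luminescence after a minimum 48 h, 37 C compound exposure with 20 nM CPT in Tdp1-knockout DT40 cells stably expressing hTDP1, seeded 400/well; qHTS titration format.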
* hit, by the source's call; ? = inconclusive; · = no result given; & = joins results of further samples; [ ] = remark or other dose. The call rests on the fitted dose curve; in most records, active means well fitted curve in the direction sought with a large enough effect; inconclusive means small, poorly fitted or top-dose-only effect, or another doubt; inactive means no such curve, though single readings can be large; an effect the other way counts as inactive or inconclusive. On the % scale 0 is the no-effect control and ±100 the full control effect; potency means the concentration at half of the fitted maximal effect.

[1] CN(Cc1ccccc1)C(=S)NC(=O)c1ccccc1
[2] COc1ccc(Cl)cc1/C=C1/C(=O)ON=C1C
[3] CC(C)Oc1ccc(S(=O)(=O)N2CCOCC2)cc1NC(=O)C1=COCCO1
[4] Cc1ccccc1-c1noc(-c2ccc(NCC3CCCO3)c([N+](=O)[O-])c2)n1 (configuration not stated)
[5] CCOC(=O)C1=C(COC(=O)c2ccccc2[N+](=O)[O-])NC(=O)NC1C (configuration not stated)
[6] CCOc1ccc(S(=O)(=O)N2CCCCC2)cc1NC(=O)C1CCC1
[7] Cc1cc(O)c(C(C[N+](=O)[O-])c2ccc(Cl)cc2)c(=O)o1 (configuration not stated)
[8] CCCN(CCC)CCCNC(=O)CCNS(=O)(=O)c1ccc(Br)cc1
entry no.	1	2	3	4	5	6	7	8
TDP1 block	2.5%	·	1.6%	11.4%	0.2%	6.5%[0.505 µM]	4.7%	-10.5%
DT40 TDP1 no CPT	?	?	?	2.06µM*	-23.9%	-22.5%	-39.4%	-20.7%
DT40 TDP1 CPT	?	?	-2.0%	3.26µM*	22.0%	-7.8%	?	-7.2%

[9] Cc1ccc(NC(=O)COC(=O)c2ccc(OC(F)F)cc2)cc1S(=O)(=O)N1CCCCC1
[10] Nc1nc2ccccc2cc1-c1cccs1
[11] C=CCN(c1ccccc1Cl)S(=O)(=O)c1cccc(C(=O)OCC(=O)N(C)C2CCS(=O)(=O)C2)c1 (configuration not stated)
[12] Cc1ccc[n+](C(C)C(=O)Nc2ccc([N+](=O)[O-])cc2C)c1 (configuration not stated)
[13] COc1cc(/C=C/C(=O)OCC(=O)N(C)Cc2ccccc2)cc(OC)c1OC
[14] O=C(COC(=O)Cc1ccsc1)NC(c1ccccc1)c1ccccc1
[15] COc1ccc(C(=O)NCC(=O)OCC(=O)N2CCCc3ccccc32)cc1
[16] Cc1cc(NS(=O)(=O)c2ccc(NC(=S)NC(=O)c3cccc(S(=O)(=O)N(C)C)c3)cc2)no1
entry no.	9	10	11	12	13	14	15	16
TDP1 block	·	·	-2.5%	-2.4%	1.1%	1.9%	-0.6%	3.7%
DT40 TDP1 no CPT	-5.9%	4.1%	-12.9%	-2.4%	?	-22.4%	0.1%	18.4%
DT40 TDP1 CPT	?	-5.3%	0.8%	4.2%	?	-10.9%	6.0%	-3.2%

[17] COc1ccc(-c2noc(C(=O)NCc3ccc(F)cc3)n2)cc1OC
[18] Cn1c(=O)[nH]c(=O)c2c1nc(CN1CCN(c3ccc(F)cc3)CC1)n2CCN1CCOCC1
[19] CCOc1ccc(CCNC(=O)COC(=O)c2nn(C)c(=O)c3ccccc23)cc1OCC
[20] CCCCn1c(SCC(=O)Nc2nnc(C(C)C)s2)nc2c1c(=O)n(C)c(=O)n2C
[21] COc1ccccc1CN1CC(C(=O)NCC2(O)CCCCC2)CCC1=O (configuration not stated)
[22] O=c1cnn(Cc2ccc(F)cc2)c2ccccc12
[23] COc1ccc(S(=O)(=O)Nc2ccc(NC(C)=O)cc2)cc1Cl
[24] Cc1c(C(C)C)c(=O)n(-c2ccc(S(=O)(=O)NC(C)C)cc2)n1C
entry no.	17	18	19	20	21	22	23	24
TDP1 block	0.0%	·	0.2%	9.5%	·	4.0%[0.0935 µM]	0.0%	5.1%
DT40 TDP1 no CPT	-10.0%	15.5%	-10.3%	18.4µM*	0.7%	?	-2.5%	13µM*
DT40 TDP1 CPT	-1.6%	2.3%	1.0%	18.4µM*	-2.2%	?	7.5%	?

[25] c1ccc(-c2nn3c(Cn4nnc5ccccc54)nnc3s2)cc1
[26] COc1cccc(Nc2ncc3nc(-c4ccc(F)cc4)c(=O)n(C[C@H]4CCCO4)c3n2)c1
[27] O=c1c2ccccc2nnn1COc1ccc(F)cc1Cl
[28] O=C(NCCNc1ccc([N+](=O)[O-])cc1)c1cccs1
[29] O=C(NC1CCCC1)c1ncn[nH]1
[30] CCOC(=O)c1cccc(NC(=O)COc2ccc([N+](=O)[O-])cc2)c1
[31] O=C(NCc1ccc(F)cc1)C1CCN(C(=O)c2cnn(-c3ccccc3)c2-n2cccc2)CC1
[32] Cc1ccc(-c2ccc(=O)n(CC(=O)Nc3ccc(F)c(Cl)c3)n2)cc1C
entry no.	25	26	27	28	29	30	31	32
TDP1 block	-2.3%	·	-3.5%	·	-5.3%	-2.0%	2.5%	-0.5%
DT40 TDP1 no CPT	?	-8.0%	10.2%	4.0%	-0.3%	?	?	-0.6%
DT40 TDP1 CPT	?	6.6%	3.0%	1.3%	-8.7%	?	?	-11.1%

[33] CN1CCN(c2nc(-c3ccc(C(C)(C)C)cc3)nc3ccccc23)CC1
[34] Cc1cc(OC(=O)c2ccc(S(=O)(=O)N(C)C)cc2)cc(=O)o1
[35] Cn1nnnc1SCC(=O)Nc1cc(C(C)(C)C)nn1-c1ccccc1
[36] O=C(Nc1nc2ccc(Cl)cc2s1)C1CCCO1 (configuration not stated)
[37] CCCCN(C(=N)N1CCCCC1)c1nc(C)c([N+](=O)[O-])c(=O)[nH]1
[38] N#Cc1c(NC(=O)CSc2ncnc3c2cnn3-c2ccccc2Cl)sc2c1CCCC2
[39] O=[N+]([O-])c1ccc(C=C2c3ccccc3-c3ccccc32)cc1
[40] COc1ccc(/C=N/NC(=O)c2cccc([N+](=O)[O-])c2)cc1OS(=O)(=O)c1ccccc1
entry no.	33	34	35	36	37	38	39	40
TDP1 block	·	-2.4%	-7.1%	3.0%	-1.9%	2.1%	·	8.2%
DT40 TDP1 no CPT	20.6µM*	4.3%	-33.4%	?	1.7%	?	17.8µM*	16.4µM*
DT40 TDP1 CPT	?	3.8%	2.9%	-25.7%	10.4%	-11.4%	-24.1%	?

[41] Cc1c(C#N)c2ccccc2n1CC(=O)N1CCCc2ccccc21
[42] O=C(O)C1=C[C@H](c2ccc(F)cc2)C[C@H](OCc2ccc(CO)cc2)O1
[43] COc1ccc2c(=O)cc(-c3ccccc3)n(C)c2c1
[44] COCCn1c(C)cc(O)c(C(c2ccccc2)N2CCN(C)CC2)c1=O (configuration not stated)
[45] CCOC(=O)N1CCN(C(=O)C2CCN(Cc3ccc(O)c(OCC)c3)CC2)CC1
[46] Cc1ccccc1CN(C)C(C)C(=O)NCc1ccccc1 (configuration not stated)
[47] Cc1ccc(NS(=O)(=O)c2cc(-c3cnc(C4CC4)o3)ccc2C)cc1Cl
[48] CC1=Nc2ccccc2/C1=C/c1sc(=O)n(CC(=O)N2CCCC2)c1O
entry no.	41	42	43	44	45	46	47	48
TDP1 block	4.7%	1.2%	5.1%[56.1 µM]	2.7%	?	·	6.2%	0.0%
DT40 TDP1 no CPT	?	3.2%	?	0.6%	-5.5%	?	5.17µM*	-26.3%
DT40 TDP1 CPT	?	-2.2%	-12.0%	-0.9%	-3.3%	-4.5%	7.31µM*	?

[49] Cc1ccc(NC(=O)c2cc(-c3ccco3)on2)cc1C
[50] NC(=S)NN=C1CCCCC12CCCC2
[51] COc1ccc(N2C(=O)c3ccccc3C2=O)cc1
[52] COc1ccc(/C(O)=C2\C(=O)C(=O)N(Cc3ccco3)C2c2cc(OC)ccc2OC)cc1 (configuration not stated)
[53] O=S(=O)(c1ccc2[nH]ccc2c1)N1CCCCCC1
[54] O=C(Nc1cccc(Cl)c1Cl)c1ccncc1
[55] Nc1nc2c(ncn2[C@@H]2O[C@H](CNC(=O)[C@H](N)C3CCCCC3)[C@@H](O)[C@H]2O)c(=O)[nH]1
[56] O=C(NCCc1ccccc1F)C(=O)Nc1nccs1
entry no.	49	50	51	52	53	54	55	56
TDP1 block	3.8%	·	1.3%&2.4%	4.1%	1.1%	-4.5%	·	2.0%
DT40 TDP1 no CPT	?	?	1.6%	-12.1%	-22.6%	-10.4%	-3.3%	-12.4%
DT40 TDP1 CPT	?	?	13.3%	-11.6%	-15.2%	-10.7%	-15.9%	-17.1%

[57] CCCCCCCCC/C(=N\O)c1ccccn1
[58] COc1cccc2sc(N3CCN(C(=O)CCS(=O)(=O)c4ccc(F)cc4)CC3)nc12
[59] Cc1ccc2c(c1)N=C(c1ccc(F)cc1)CO2
[60] COC(=O)C1=NN(c2ccccc2)C2(S1)S/C(=C\c1ccccc1)C(=O)N2c1ccccc1 (configuration not stated)
[61] O=c1[nH]cc(C#Cc2ccccc2)c2ncncc12
[62] Cc1ccc(C(=O)COC(=O)CCN2C(=O)C3C4CC(C(Br)C4Br)C3C2=O)cc1 (configuration not stated)
[63] O=C(CSc1nccc(-c2cccs2)n1)Nc1ccc(F)c(Cl)c1
[64] O=C(CSc1n[nH]c(=O)[nH]c1=O)Nc1ccc(C(=O)O)cc1
entry no.	57	58	59	60	61	62	63	64
TDP1 block	8.3%	5.2%	3.8%	6.1%	0.8%	1.9%	0.0%	0.0%
DT40 TDP1 no CPT	23.1µM*	7.31µM*	-28.0%	?	-22.5%	2.8%	?	-2.1%
DT40 TDP1 CPT	23.1µM*	5.8µM*	-21.1%	?	-3.2%	-6.1%	-6.8%	12.2%

[65] O=C1CC(c2cccc([N+](=O)[O-])c2)c2ccc3ccccc3c2N1 (configuration not stated)
[66] COc1ccccc1Oc1ccc2c(c1)C(=O)N(CC(=O)O)C2=O
[67] Cc1ccc(CNC(=O)NCc2ccccc2)cc1
[68] Cc1ccc(NC(=O)Nc2cccc(C)n2)cc1
[69] O=C(Cc1cccc([N+](=O)[O-])c1)Nc1ccc(C(=O)N2CCCCC2)cc1
[70] Cc1nn(C)c2c1c(C(F)(F)F)cc(=O)n2CC(=O)N1CCCCC1
[71] CCOC(=O)c1c(C)oc2nc(C)nc(N(CC(C)C)CC(C)C)c12
[72] O=C(Nc1cccc(C(F)(F)F)c1)C(=O)N1CCCCC1
entry no.	65	66	67	68	69	70	71	72
TDP1 block	8.6%	·	5.0%	-0.4%[12.3 µM]	2.2%	-0.6%	5.3%	·
DT40 TDP1 no CPT	?	-8.4%	-0.1%	-7.6%&2.6%	?	-26.2%	16.4µM*	-6.0%
DT40 TDP1 CPT	25.9µM*	10.6%	-13.1%	6.4%&-0.6%	?	?	?	5.0%

[73] CC(=O)c1ccc(OCC(=O)Nc2ccccc2C(=O)NC2CC2)cc1
[74] COc1cc(S(=O)(=O)n2cnc(C)c2)ccc1Br
[75] CCCn1nc([N+](=O)[O-])c(C(C#N)c2nc3ccccc3s2)c(Cl)c1=O (configuration not stated)
[76] O=C(CN1CCCCCC1)Nc1cc(C(F)(F)F)ccc1Cl
[77] CN(C)S(=O)(=O)c1cccc(NC(=O)COC(=O)COc2ccccc2[N+](=O)[O-])c1
[78] O=C(N/N=C/c1cccn1-c1ccc(O)cc1)c1cccc2ccccc12
[79] CCOc1ccc(NC(=O)N(CC(C)C)CC(C)C)cc1
entry no.	73	74	75	76	77	78	79
TDP1 block	-0.7%	-4.8%	12.4%	3.8%	-8.9%	4.9%	-3.6%
DT40 TDP1 no CPT	-15.5%	?	16.4µM*	?	-11.7%	?	-17.9%
DT40 TDP1 CPT	-2.7%	-17.5%	18.4µM*	-7.7%	-5.5%	?	?

Nothing new here: an excerpt of the list.
[67] Cc1ccc(CNC(=O)NCc2ccccc2)cc1
[68] Cc1ccc(NC(=O)Nc2cccc(C)n2)cc1
[69] O=C(Cc1cccc([N+](=O)[O-])c1)Nc1ccc(C(=O)N2CCCCC2)cc1
[70] Cc1nn(C)c2c1c(C(F)(F)F)cc(=O)n2CC(=O)N1CCCCC1
[71] CCOC(=O)c1c(C)oc2nc(C)nc(N(CC(C)C)CC(C)C)c12
[72] O=C(Nc1cccc(C(F)(F)F)c1)C(=O)N1CCCCC1
[73] CC(=O)c1ccc(OCC(=O)Nc2ccccc2C(=O)NC2CC2)cc1
[74] COc1cc(S(=O)(=O)n2cnc(C)c2)ccc1Br
[75] CCCn1nc([N+](=O)[O-])c(C(C#N)c2nc3ccccc3s2)c(Cl)c1=O (configuration not stated)
[76] O=C(CN1CCCCCC1)Nc1cc(C(F)(F)F)ccc1Cl
entry no.	67	68	69	70	71	72	73	74	75	76
TDP1 block	5.0%	-0.4%[12.3 µM]	2.2%	-0.6%	5.3%	·	-0.7%	-4.8%	12.4%	3.8%
DT40 TDP1 no CPT	-0.1%	-7.6%&2.6%	?	-26.2%	16.4µM*	-6.0%	-15.5%	?	16.4µM*	?
DT40 TDP1 CPT	-13.1%	6.4%&-0.6%	?	?	?	5.0%	-2.7%	-17.5%	18.4µM*	-7.7%
